NALP1 inh = NALP1 inhibition; S. cerevisiae NALP1/ASC/caspase-1 growth, X-gal OD620, 72 h; inhibition, % at 10 µM; 280,000 compounds, 0.61% hits; in the data active = inhibition mostly above about 24%, no sharp cut-off; inactive = mostly below about 32%; note: some compounds called inactive have numbers as strong as hits
PfM18AAP inh = PfM18AAP enzyme inhibition | AID 1822 | 290,000 compounds, 1.2% hits | inhibition, % at 7.35 µM | recombinant PfM18AAP, H-Glu-NHMec fluorogenic cleavage;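 active = inhibition above the campaign mean inhibition over all tested compounds plus 3 SD, cut at about 28% in these data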;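 note: 0% = plate median of test compound wells and 100% = 2 mM ZnCl2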
MEKK3 PB1 HTS = modulators (inhibitors or enhancers) of MEK5 binding to human MEKK3 PB1 domain; Q99759; bead-based flow cytometry, Alexa488-MEK5 binding to MEKK3; actives lie on both sides; 0 = blocked by unlabeled MEK5, 100 = vehicle; binding response (% of control), % at 10 µM; 290,000 compounds, 1.4% hits;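 active = binding response more than 3 SD above or below the average of its plate-row segment, actives on both sides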;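 note: Alexa488 bead fluorescence after subtracting the streptavidin-only scavenger bead signal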
OXTR agonist = activates the human oxytocin receptor; CHO-OTR cells, Fluo-8 calcium fluorescence; normalized: DMSO 0%, oxytocin 100%; P30559; activation, % at 3 µM; 320,000 compounds, 0.32% hits;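 active = activation above the mean of all tested compounds plus 3 SD, cutoff set per screening run, cut at about 20% in these data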;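 note: peak over basal fluorescence ratio from a 100 s FLIPR kinetic read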
Target sequence (P30559 whole entry, looked up): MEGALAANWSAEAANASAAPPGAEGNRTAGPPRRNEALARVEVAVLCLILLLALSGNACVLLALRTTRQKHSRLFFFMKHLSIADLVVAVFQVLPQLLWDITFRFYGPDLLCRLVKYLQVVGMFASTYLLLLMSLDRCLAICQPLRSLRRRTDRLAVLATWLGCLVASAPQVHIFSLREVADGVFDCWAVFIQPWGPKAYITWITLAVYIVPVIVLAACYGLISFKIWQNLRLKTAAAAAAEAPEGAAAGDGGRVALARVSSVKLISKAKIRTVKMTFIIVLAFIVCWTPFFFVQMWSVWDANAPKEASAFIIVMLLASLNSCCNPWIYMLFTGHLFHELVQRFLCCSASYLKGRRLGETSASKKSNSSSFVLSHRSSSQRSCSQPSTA
GPR7 antag = human neuropeptides B/W receptor 1 antagonism | P48145 | GPR7-expressing cells, fluorescence antagonist assay | inhibition, % at 4.4 µM | 290,000 compounds, 1.1% hits | AID 1861; in the data active = inhibition above about 16%, passing the limit was not always enough;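 note: cells stimulated with the agonist NPW; 0% = agonist with vehicle and 100% = vehicle without agonist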
Target sequence (P48145 whole entry, looked up): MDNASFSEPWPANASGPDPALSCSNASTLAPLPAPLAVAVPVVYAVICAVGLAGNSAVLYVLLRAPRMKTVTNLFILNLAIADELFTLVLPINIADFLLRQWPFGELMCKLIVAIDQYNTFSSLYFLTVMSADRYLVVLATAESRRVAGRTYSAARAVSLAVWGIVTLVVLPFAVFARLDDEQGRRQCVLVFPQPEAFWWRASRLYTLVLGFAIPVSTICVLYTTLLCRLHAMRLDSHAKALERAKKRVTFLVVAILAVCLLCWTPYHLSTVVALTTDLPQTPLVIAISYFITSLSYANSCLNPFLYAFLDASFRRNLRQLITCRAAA
PHOSPHO1 block = inhibitors of human PHOSPHO1 phosphatase | recombinant PHOSPHO1, absorbance phosphatase assay | 290,000 compounds, 1.1% hits | AID 1565 | inhibition, % at 13.3 µM; in the data active = inhibition above about 60%
Target sequence (Q8TCT1 whole entry, looked up): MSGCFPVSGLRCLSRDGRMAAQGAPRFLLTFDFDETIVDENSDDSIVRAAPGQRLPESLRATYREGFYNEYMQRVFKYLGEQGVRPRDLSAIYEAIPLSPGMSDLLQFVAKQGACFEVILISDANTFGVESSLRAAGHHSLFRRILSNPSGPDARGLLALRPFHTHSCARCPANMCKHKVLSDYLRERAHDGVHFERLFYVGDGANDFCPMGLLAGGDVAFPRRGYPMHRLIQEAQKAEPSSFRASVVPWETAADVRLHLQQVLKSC
MEKK2 WT-MEK5 = raises or lowers MEK5 binding to wildtype human MEKK2 PB1 domain; Q9Y2U5; bead flow cytometry, Alexa488-MEK5 binding to MEKK2 WT; actives lie on both sides; binding response (% of control), % at 10 µM; 290,000 compounds, 1.1% hits; AID 1531; in the data active = binding response below about 67% or above about 130%
DNA FID counter = counter-screen for HCV NS3 helicase inhibitors: DNA intercalator displacement. 290,000 compounds, 0.17% hits. inhibition, % at 7.9 µM. AID 1845. DNA fluorescent intercalator displacement, fluorescence; in the data active = inhibition above about 37%;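 note: 0% = vehicle and 100% = reference compound; higher means more ethidium bromide displaced from hairpin DNA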
MEKK2 mut-MEK5 = signal of MEK5 binding to mutant human MEKK2 PB1 domain. bead flow cytometry, Alexa488-MEK5 binding to MEKK2 mutant. percent response, % at 10 µM. 290,000 compounds, 0.35% hits. AID 1530; in the data active = percent response above about 24%, passing the limit was not always enough; note: inactives centre near 1; some results filed as inactive read as strong as hits; reference of the scale not given here
An asterisk follows results filed as active; nt = no result given.

1) COCC(O)CSc1c([N+](=O)[O-])nc(C)n1Cc1ccc(OC)c([N+](=O)[O-])c1 (stereo unspecified)
2) Cn1c(=O)c2ccccc2n2c(CCl)nnc12
3) Cc1ccc(NC(=O)c2cc(S(=O)(=O)N3CCOCC3)cn2C)cc1F
4) CCCCCNC(=O)c1ccc2c(=O)n(CCOC)c(=O)[nH]c2c1
5) O=C(O)C1CCN(C(=O)CSc2nc3cc(Cl)ccc3c(=O)n2Cc2ccccc2)CC1
6) O=[N+]([O-])c1cc(S(=O)(=O)N2CCCC2)ccc1NN=C1CCCCC1
7) COc1ccc(OC)c(C2=Nn3c(nnc3C3CCCCC3)SC2)c1
8) CCCN1CNC(=S)N(c2cccc(C)c2)C1
assay / entry,1,2,3,4,5,6,7,8
NALP1 inh,13,16,9,6,20,7,10,21
PfM18AAP inh,-6,-10,-6,4,1,5,-8,-13
MEKK3 PB1 HTS,94,102,101,104,98,97,113,99
OXTR agonist,-0.2,0.7,-1.2,-0.6,-0.8,-0.3,-1.0,-0.5
GPR7 antag,5,-12,-3,3,-3,-8,-4,-1
PHOSPHO1 block,-14,23,33,-6,18,8,-2,-46
MEKK2 WT-MEK5,107,103,102,97,97,99,112,96
DNA FID counter,3,-1,-21,-13,-31,2,-28,-6
MEKK2 mut-MEK5,10,6,2,1,0,-2,5,1

9) CCCCN(CC)CCCNC(=O)CC1Nc2ccccc2NC1=O (stereo unspecified)
10) CCc1ccc(S(=O)(=O)n2c(C)nc3ccccc32)cc1
11) CCCCc1n[nH]c2c1/C(=N/OCC)CC(C)(C)C2
12) O=C(CN1C(=O)CC(c2ccco2)Sc2ccccc21)Nc1ccccc1F (stereo unspecified)
13) COC(=O)c1ccccc1NC(=O)COC(=O)[C@H](C)NC(N)=O
14) O=C(COc1ccc2c3c(c(=O)oc2c1)CCC3)Nc1ccccn1
15) CC(CNC(=O)c1cccc(Br)c1)n1cncn1 (stereo unspecified)
16) O=C1CC(=O)N(Cc2ccco2)C(=S)N1
assay / entry,9,10,11,12,13,14,15,16
NALP1 inh,-5,17,4,-33,4,2,13,-5
PfM18AAP inh,4,-16,17,-2,-16,-4,-1,22
MEKK3 PB1 HTS,102,107,92,107,100,102,104,111
OXTR agonist,0.9,0.3,-0.9,0.0,0.4,1.6,nt,4.1
GPR7 antag,-7,-16,4,14,-12,-4,-18,1
PHOSPHO1 block,21,34,15,16,7,49,30,89*
MEKK2 WT-MEK5,104,112,100,101,99,97,107,115
DNA FID counter,4,-3,-31,-28,-7,-8,-5,-10
MEKK2 mut-MEK5,2,4,-21,7,-1,0,8,12

17) COc1ccccc1CN(C)CC(=O)Nc1ccc(Cl)cc1F
18) O=C(N1CCOCC1)N1CCN(CC(O)COc2ccc3ccccc3c2)CC1 (stereo unspecified)
19) Cc1nc(-c2cc(C#N)c(Sc3ccc(Cl)cc3Cl)nc2C)cs1
20) Cc1cc(C(=O)Nc2ccc(Cl)cc2)on1
21) O=C(CN1CCOCC1)Nc1nc2ccc(F)cc2s1
22) COc1ccccc1C(=O)Nc1nc2ccccc2[nH]1
23) Cc1nn(Cc2ccc(Cl)cc2Cl)c(C)c1NC(=O)NC12CC3CC(CC(C3)C1)C2
24) Cc1ccc(NC(=S)N2CCN(c3ncccn3)CC2)c(C)c1
assay / entry,17,18,19,20,21,22,23,24
NALP1 inh,-18,3,14,6,-4,12,4,30
PfM18AAP inh,-7,0,-4,6,-11,-1,3,-1
MEKK3 PB1 HTS,100,102,93,104,102,99,103,98
OXTR agonist,-2.0,0.3,-1.7,-0.2,0.0,1.8,-2.1,-0.6
GPR7 antag,-10,-4,4,13,-5,-4,-1,-9
PHOSPHO1 block,28,-28,37,15,20,31,9,-6
MEKK2 WT-MEK5,102,108,92,109,101,97,102,103
DNA FID counter,7,-12,0,0,2,-7,-32,1
MEKK2 mut-MEK5,-4,8,-14,-1,0,-1,3,4

Quoted from above: compounds 15 to 21
15) CC(CNC(=O)c1cccc(Br)c1)n1cncn1 (stereo unspecified)
16) O=C1CC(=O)N(Cc2ccco2)C(=S)N1
17) COc1ccccc1CN(C)CC(=O)Nc1ccc(Cl)cc1F
18) O=C(N1CCOCC1)N1CCN(CC(O)COc2ccc3ccccc3c2)CC1 (stereo unspecified)
19) Cc1nc(-c2cc(C#N)c(Sc3ccc(Cl)cc3Cl)nc2C)cs1
20) Cc1cc(C(=O)Nc2ccc(Cl)cc2)on1
21) O=C(CN1CCOCC1)Nc1nc2ccc(F)cc2s1
assay / entry,15,16,17,18,19,20,21
NALP1 inh,13,-5,-18,3,14,6,-4
PfM18AAP inh,-1,22,-7,0,-4,6,-11
MEKK3 PB1 HTS,104,111,100,102,93,104,102
OXTR agonist,nt,4.1,-2.0,0.3,-1.7,-0.2,0.0
GPR7 antag,-18,1,-10,-4,4,13,-5
PHOSPHO1 block,30,89*,28,-28,37,15,20
MEKK2 WT-MEK5,107,115,102,108,92,109,101
DNA FID counter,-5,-10,7,-12,0,0,2
MEKK2 mut-MEK5,8,12,-4,8,-14,-1,0

(list continues)
25) COc1ccccc1N1CCN(C(=O)C(=O)c2c[nH]c3ccccc23)CC1
26) COc1cccc2cc(-c3nnc(SCC(=O)NCc4ccccc4)n3C)oc12
27) CCOc1cc(N2CCOCC2)c(OCC)cc1NC(=O)[C@H](C)N1C(=O)C2CC=CCC2C1=O (stereo partly specified)
28) CC1(C)Cc2ccccc2-c2nc(NCCCO)n(-c3ccccc3)c(=O)c21
29) O=C(CC1C(=O)NCCN1Cc1c(F)cccc1Cl)NCc1ccccc1 (stereo unspecified)
30) CCOC(=O)C(=CNc1cc(C)nn1C(C)(C)C)C(=O)OCC
31) Cc1cccc(NC(=O)c2cc(-c3ccccn3)nc3ccccc23)c1C
32) CC(=O)c1sc(NC(=O)COc2ccc([N+](=O)[O-])cc2)nc1C
assay / entry,25,26,27,28,29,30,31,32
NALP1 inh,4,2,6,-7,-3,25,-18,-4
PfM18AAP inh,6,0,-6,-5,-1,0,6,-14
MEKK3 PB1 HTS,106,90,98,91,96,98,101,104
OXTR agonist,3.7,-1.6,1.6,2.0,0.1,-2.0,-1.5,-0.2
GPR7 antag,-4,-5,-18,-5,-14,-4,-5,-6
PHOSPHO1 block,44,16,63*,-30,10,18,55,28
MEKK2 WT-MEK5,105,95,88,92,91,97,102,97
DNA FID counter,-34,-11,-31,-26,-18,-23,-8,-1
MEKK2 mut-MEK5,11,-1,-7,-8,-11,-3,2,-8

33) COC(=O)C1CC(O)CN1S(=O)(=O)c1cccs1 (stereo unspecified)
34) COc1cc(CCC(=O)OCC(=O)NCc2ccccc2)cc(OC)c1OC
35) Nn1c(Cc2ccccc2F)nnc1SCC(=O)N1CC(=O)Nc2ccccc21
36) N#Cc1cccc(Oc2ccc(-c3cnc4ccccc4n3)cc2)c1C#N
37) Cc1ccc(NC(=O)CN(C)c2ccc(S(=O)(=O)N3CCN(C)CC3)cn2)cc1
38) COc1cc(SC)ccc1C(=O)N1CCCCCC1
39) Cc1cccc(NC(=O)c2ccc(NCCc3ccccc3)c([N+](=O)[O-])c2)c1
40) CCOc1ccc(N(CC(=O)NCCc2ccc(F)cc2)S(=O)(=O)c2ccccc2)cc1
assay / entry,33,34,35,36,37,38,39,40
NALP1 inh,-5,-8,6,2,15,22,13,3
PfM18AAP inh,1,-1,8,-3,-10,3,0,-9
MEKK3 PB1 HTS,98,102,103,130*,97,125*,135*,102
OXTR agonist,-0.1,-0.8,-0.4,2.0,-0.5,0.1,0.3,0.7
GPR7 antag,-17,5,-4,6,2,-9,-11,-11
PHOSPHO1 block,21,-19,-3,7,20,-8,3,23
MEKK2 WT-MEK5,102,94,97,100,101,126,107,96
DNA FID counter,-4,-17,-10,-1,8,-8,-1,-28
MEKK2 mut-MEK5,0,3,-3,-1,1,5,0,-2

Laid out differently: results already given.
No.	Compound	NALP1 inh	PfM18AAP inh	MEKK3 PB1 HTS	OXTR agonist	GPR7 antag	PHOSPHO1 block	MEKK2 WT-MEK5	DNA FID counter	MEKK2 mut-MEK5
20	Cc1cc(C(=O)Nc2ccc(Cl)cc2)on1	6	6	104	-0.2	13	15	109	0	-1
21	O=C(CN1CCOCC1)Nc1nc2ccc(F)cc2s1	-4	-11	102	0.0	-5	20	101	2	0

The listing continues:
41) Cc1ccc(-n2c(SCC(=O)N3CCOCC3)nnc2-c2cccnc2)cc1C
42) CCOc1ccc(NC(=O)CCn2cccc2)cc1
43) CCOc1ccc(N2C(=O)CC(SC(=NC)Nc3cccc(OC)c3)C2=O)cc1 (stereo unspecified)
44) CCOC(=O)CC(NC(=O)Cc1cccs1)c1ccccc1Cl (stereo unspecified)
45) O=C(Nc1nnc(-c2ccccc2Cl)o1)c1ccc(S(=O)(=O)N2CCCCCC2)cc1
46) COc1ccc(NC(=O)C(C)N2c3cccc4cccc(c34)S2(=O)=O)cc1 (stereo unspecified)
47) CN1Cc2ccccc2N(CC(=O)NCc2ccccc2)C1=O
48) Cc1c(C)c(C)c(/C=[N+](/C)[O-])c(C)c1C
assay / entry,41,42,43,44,45,46,47,48
NALP1 inh,2,-8,6,-7,-9,-3,-6,16
PfM18AAP inh,3,-11,3,-1,-19,3,-9,-8
MEKK3 PB1 HTS,105,103,99,99,103,110,102,91
OXTR agonist,0.2,0.1,-1.9,-0.6,-1.1,-0.1,0.3,0.1
GPR7 antag,-2,8,-3,-2,-6,-19,-3,-3
PHOSPHO1 block,16,5,-10,14,-15,15,2,1
MEKK2 WT-MEK5,104,99,89,98,104,112,104,96
DNA FID counter,-25,-1,-19,-8,-9,-17,-3,1
MEKK2 mut-MEK5,7,-2,-11,2,7,6,7,-3

49) Cc1nnc2ccc(N3CCCCC3)nn12
50) CCN(CC(=O)Nc1ccc(OC)cc1)C(=O)CSCC(=O)Nc1ccc(C)cc1
51) CCOC(=O)Cc1csc(SCc2nc3ccccc3c(=O)[nH]2)n1
52) COC(=O)c1nnn(CC(=O)NC(=O)Nc2c(C)cccc2C)c1C(=O)OC
53) COC(=O)c1ccc(Cl)c(NC(=O)CN(c2ccccc2)S(=O)(=O)c2ccc(OC)cc2)c1
54) CNC(=O)NC(=O)C(C)OC(=O)c1c(C)noc1C (stereo unspecified)
assay / entry,49,50,51,52,53,54
NALP1 inh,8,26,4,24,31,4
PfM18AAP inh,-4,-6,-4,3,-8,4
MEKK3 PB1 HTS,102,104,90,95,100,99
OXTR agonist,-0.5,-0.6,1.7,1.4,1.1,0.6
GPR7 antag,-7,13,2,-9,-6,-2
PHOSPHO1 block,16,48,29,-3,-6,3
MEKK2 WT-MEK5,103,108,90,95,109,100
DNA FID counter,-5,-27,-13,-6,0,5
MEKK2 mut-MEK5,6,5,-7,-2,14,3

Compound activity: PubChem, several laboratories
